High-throughput results (PubChem)
B2AR arrestin: qHTS assay of beta-arrestin-biased ligands of beta2-adrenergic receptor. beta-arrestin recruitment to beta2AR, cell-based reporter. Potency, µM (series often up to 46.1 µM), inactives show at the top dose activation, hits mostly activators. AID 492947, 2010. 330,000 tested, 0.02% active. Beta-2 adrenergic receptor (Homo sapiens), P07550;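 further: potency means the concentration at half of the fitted maximal effect; 0% = DMSO controls and full agonism = EC100 isoproterenol or metaproterenol; nearly all actives have a fitted effect of over 65% in size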
Target sequence (P07550 whole entry, looked up): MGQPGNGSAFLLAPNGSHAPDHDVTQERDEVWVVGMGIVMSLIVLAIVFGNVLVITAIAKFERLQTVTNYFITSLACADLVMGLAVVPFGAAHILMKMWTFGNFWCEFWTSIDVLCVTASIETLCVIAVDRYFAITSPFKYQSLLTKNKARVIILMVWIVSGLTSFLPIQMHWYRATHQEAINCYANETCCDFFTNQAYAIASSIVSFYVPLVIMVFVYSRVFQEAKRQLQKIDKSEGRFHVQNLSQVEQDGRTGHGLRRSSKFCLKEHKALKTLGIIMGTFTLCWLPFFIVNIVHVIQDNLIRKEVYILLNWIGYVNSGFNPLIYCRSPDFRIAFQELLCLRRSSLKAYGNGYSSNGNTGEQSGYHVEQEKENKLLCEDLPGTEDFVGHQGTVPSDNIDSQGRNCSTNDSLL
PTAP TSG101 blk: qHTS Assay for Iinhibitors of HIV-1 Budding by Blocking the Interaction of PTAP/TSG101; Tumor susceptibility gene 101 protein (Homo sapiens), Q99816; Fluorescence polarization, FITC-PTAP peptide / Tsg101 binding; Potency, µM (highest dose often 115 µM), inactives show at the top dose activity change, negative = inhibition, usual class: inhibitors; 340,000 tested, under 10 active; AID 493005, 2010; active means well fitted inhibition curve with a large enough effect in the main read-out, with a control signal flat, not every such curve was filed as active; inconclusive means small, poorly fitted or top-dose-only effect, or effect the other way, or a change in a side signal; inactive means no such curve, though single readings can be large or run the other way; further: potency means the concentration at half of the fitted maximal effect; % of control where 0% means no effect
Target sequence (Q99816 whole entry, looked up): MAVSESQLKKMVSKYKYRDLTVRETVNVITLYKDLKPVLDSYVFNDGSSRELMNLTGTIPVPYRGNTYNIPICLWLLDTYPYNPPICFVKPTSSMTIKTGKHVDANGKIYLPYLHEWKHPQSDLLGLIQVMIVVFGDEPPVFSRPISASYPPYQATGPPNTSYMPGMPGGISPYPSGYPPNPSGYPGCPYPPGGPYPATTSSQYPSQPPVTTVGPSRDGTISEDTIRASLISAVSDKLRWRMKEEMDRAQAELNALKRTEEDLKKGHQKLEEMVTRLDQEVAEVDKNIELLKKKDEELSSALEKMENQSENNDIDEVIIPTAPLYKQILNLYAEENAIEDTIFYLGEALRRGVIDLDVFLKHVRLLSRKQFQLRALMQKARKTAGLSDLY
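Tsg101 binding domain (10 uM final) was mixed with compound and a FITC-labeled PTAP peptide (50 nM final) in HEPES pH 7.5 buffer with NaCl, Tween 20, EDTA and TCEP; fluorescence polarization was read after 20 min at r.t.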
Chronic BCR inh: qHTS Assay to Find Inhibitors of Chronic Active B-Cell Receptor Signaling | ABC-DLBCL IkBa-CBG/CBR reporter, luminescence ratio, 4 h | Potency, µM (highest dose often 46.1 µM), for the others: top-dose ratio change, negative = lower green/red ratio, actives largely listed as inhibitors | 340,000 tested, 0.05% active | AID 493014, 2011; active means well fitted inhibition curve with a large enough effect in the signal ratio, with a control signal flat, not every such curve was filed as active; inconclusive means small, poorly fitted or top-dose-only effect, or effect the other way, or a change in a side signal; the % refers to the signal ratio;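 further: potency means the concentration at half of the fitted maximal effect; plate controls were basal doxycycline-induced cells for no effect and cells given 10 µM MG132 for full effect; MG132 reads +100%, hits lower the ratio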
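Compounds up to 46 uM were incubated four hours with TMD8 cells whose green CBG68 luciferase is fused to IkappaBalpha; red CBR luminescence normalised the signal, and concentration-effect curves were fitted to fusion, red and ratio data.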
Integrin act MD: qHTS for Activators of Integrin-Mediated Alleviation for Muscular Dystrophy. alpha7betagal myoblasts, beta-gal FDG fluorescence, 48 h. Potency, µM (series often up to 38.3 µM), for the others: at the top dose activation, hits mostly activators. 350,000 tested, 0.064% active. AID 624291, 2012;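 further: potency means the concentration at half of the fitted maximal effect; 100% = response of the positive control SU9516; nearly all actives have a fitted effect of over 60% in size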
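alpha7betagal+/- myoblasts (passage 13, 250/well) treated 48 h at 37C with compounds at 1:260 dilution of DMSO stock. Lysed, then beta-galactosidase activity read as FDG fluorescence (ex 480/em 540) after 30 min, with pre-read for autofluorescence.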
GALK inh: qHTS Assay for Inhibitors of Human Galactokinase (GALK) | P51570 | Purified GALK, Kinase-Glo residual ATP luminescence | Potency, µM (titrated, usually from 57.5 µM), for the others: top-dose activity change, negative = inhibition, hits mostly inhibitors | 270,000 tested, 0.007% active | AID 1868, 2009; further: potency means the concentration at half of the fitted maximal effect; on the % scale 0 is the no-effect control and ±100 the full control effect
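GALK at 5 nM final was combined with compound, 35 uM ATP and 100 uM galactose in HEPES pH8.0 with MgCl2 and DTT. The reaction ran one hour at room temperature before luminescent ATP detection.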
Menin MLL FP TR: qHTS Assay for Inhibitors Targeting the Menin-MLL Interaction in MLL Related Leukemias: Competition With Texas Red Labeled MLL-derived Mutant Peptide; O00255; Menin + Texas Red MLL mutant peptide, fluorescence polarization; Potency, µM (titrated, usually from 61.6 µM), for inactives: at the highest dose FP activity change, negative = inhibition, most hits filed as inhibitors; 270,000 tested, 0.23% active; AID 1768, 2009; active means well fitted inhibition curve with a large enough effect in the polarisation, with a control signal flat, not every such curve was filed as active; inconclusive means small, poorly fitted or top-dose-only effect, or effect the other way, or a change in a side signal; inactive means no such curve, though single readings can be large or run the other way; the % refers to the polarisation; further: potency means the concentration at half of the fitted maximal effect; % of control where 0% means no effect; many of its hits are not listed in these tables
Tb PFK block: qHTS Assay to Find Inhibitors of T. brucei phosphofructokinase; ATP-dependent 6-phosphofructokinase (Trypanosoma brucei brucei), O15648; T. brucei PFK, ADP-Glo luminescence; Potency, µM (series often up to 57.5 µM), inactives show at the top dose activity, negative = inhibition, most hits filed as inhibitors; 330,000 tested, 0.17% active;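 further: potency means the concentration at half of the fitted maximal effect; 0% = uninhibited 1x PFK enzyme wells and -100% = no-enzyme wells; nearly all actives have a fitted effect of over 60% in size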
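Compounds were pin-transferred as a titration series up to 57 uM into substrate buffer (0.5 mM F6P, 0.1 mM ATP, pH 8.0), then 1.25 nM PFK was added and reactions ran 45 min before ADP-Glo detection.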
ASM inhibitor: Inhibitors of Secretory Acid Sphingomyelinase (S-ASM): qHTS; AID 504937, 2011; 340,000 tested, 0.006% active; placental ASM, HMU-PC fluorogenic substrate, 60 min; Sphingomyelin phosphodiesterase (Homo sapiens), P17405; Potency, µM (doses to about 57.5 µM), inactives show at the highest dose activity change, negative = inhibition, usual class: inhibitors; further: potency means the concentration at half of the fitted maximal effect
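HMU-PC0 cleavage (9 uM final) by human placental ASM, 60 min at 37 °C following 10 min compound exposure at RT; stopped at pH 10, fluorescence Ex 386/Em 447 nm.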
FBPA coupling cs: qHTS Assay for Inhibitors of Fructose-1,6-bisphosphate Aldolase from Giardia Lamblia: Coupling assay counterscreen; coupling enzyme system counterscreen, AmpLite Red fluorescence; activity change, negative = inhibition, % at 58.2 µM, hits read low; 290,000 tested, 0.67% active; AID 2472, 2010; in the data active means activity change below about -30%; further: on the % scale 0 is the no-effect control and ±100 the full control effect
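First, compound is pin-transferred into glyceraldehyde-3-phosphate coupling-enzyme reagent at 57.5 uM final and held 10 min at RT. Next, substrate, coupling system and AmpLite Red are added. After 20 min RT, fluorescence (525/598 nm) is read.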
Giardia killer: Small Molecules that selectively kill Giardia lamblia: qHTS | Giardia lamblia trophozoite viability | activity change, % at 7.66 µM, hits read low | 340,000 tested, 0.15% active; in the data active means activity change below about -80%; inconclusive means between about -30% and that limit;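 further: parasites exposed to compound for two days anaerobically before the ATP read; on the % scale 0 is the no-effect control and ±100 the full control effect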
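Each well holds 100 Giardia trophozoites and compound. After two days (48 hrs) at 37 deg C in anaerobic conditions, ATP is quantified by luminescence.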
PKM2 act: qHTS Assay for Activators of Human Muscle isoform 2 Pyruvate Kinase; AID 1631, 2009; Potency, µM (highest dose often 57.5 µM), for inactives: at the highest dose activation, usual class: activators; 260,000 tested, 0.34% active; Pyruvate kinase PKM (Homo sapiens), P14618; purified PKM2, Kinase-Glo ATP luminescence, activation; response scale: 0% is enzyme alone, no compound; further: potency means the concentration at half of the fitted maximal effect; on the % scale 0 is the no-effect control and ±100 the full control effect; nearly all actives have a fitted effect of over 55% in size
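hPK-M2, >95% pure; 0.1 mM ADP / 0.5 mM PEP final; imidazole pH7.2 buffer w/ 7 mM MgCl2, 50 mM KCl; 1 h RT; Kinase-Glo lum. Intermediate enzyme activity for dual inhibitor/activator qHTS.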
Active calls of the source: *; i = inactive; ? = inconclusive; . = not tested or not shown; [ ] = remark or other dose. Unless noted, the call rests on the fitted dose curve; in most records, active means well fitted curve in the direction sought with a large enough effect; inconclusive means small, poorly fitted or top-dose-only effect, or another doubt; inactive means no such curve, though single readings can be large; an effect the other way counts as inactive or inconclusive. This is a subset. The share of hits here may be higher or lower than overall.

SMILES	B2AR arrestin	PTAP TSG101 blk	Chronic BCR inh	Integrin act MD	GALK inh	Menin MLL FP TR	Tb PFK block	ASM inhibitor	FBPA coupling cs	Giardia killer	PKM2 act
Cc1ccc(NC(=O)CSc2nnc(-c3ccccc3C)o2)cc1C	-0.3%	1%	-1%	7%	-4%	29%	2%	-8%	0	11	3%
CC(C)OCCCNC(=O)C(=O)N/N=C/c1ccc(OCc2ccccc2)cc1	0.5%	1%	1%	-11%	2%	.	2%	0%	0	-1	11%
Cc1ccsc1/C=C1/NC(=O)N(Cc2ccc(F)cc2)C1=O	0.0%	-2%	-1%	8%	-2%	1%	-4%	11%	1	2	0%
O=S(=O)(c1ccc2c(c1)OCCCO2)N1CCNCC1	-0.2%	0%	-18%	-4%	0%	-14%	3%	1%	2	9	26%
CCOC(=O)CSc1nnc(C)n1N	0.2%	-12%	-1%	14%	2%	7%	3%	4%	5	-4	-10%
O=C(Nc1ncccc1Cl)C(Sc1ccccc1)c1ccccc1 (centres undefined)	0.2%	-4%	3%	-2%	3%	?	3%	-9%	-2	10	0%
C/C(=N/OCO/N=C(\C)c1ccccc1F)c1ccccc1F	-1.3%	1%	-6%	16%	0%	-2%	1%	1%	0	1	-6%
CCOc1ccccc1NC(=O)C(NCCc1ccc(OC)cc1)c1ccccc1 (centres undefined)	-0.1%	4%	?	-42%	-14%	.	-5%	7%	.	-1	7%
COC(=O)Cc1c(C)c2c(OCc3nn[nH]n3)cc(C)cc2oc1=O	-0.8%	-6%	-1%	15%	3%	-13%	-1%	-6%	15	1	0%
CCOC(=O)c1cc(CC)sc1N1C(=O)CC(Sc2ccccc2C(=O)O)C1=O (centres undefined)	-0.5%	-1%	?	27%	-2%	-3%	10%	4%	10	-11	25µM*
COc1ccc(NC(=O)Nc2cccc3c2O[C@H](CN(C)S(=O)(=O)c2cccs2)[C@@H](C)CN([C@H](C)CO)C3=O)cc1	0.1%	-8%	?	-4%	.	.	-2%	-7%	.	1	.
Cc1nc2c(C(F)(F)F)cccc2c2c1CCS2	-1.0%	-1%	?	?	7%	-9%	1%	-3%	2	9	-9%
Cc1cccc(NC(=O)C2CC(=O)N(c3ccc4c(c3)OCCO4)C2)n1 (centres undefined)	-2.3%	0%	0%	-20%	.	.	5%	4%	.	?	.
O=C1NC(c2ccccc2Cl)Nc2ccccc21 (centres undefined)	0.1%	0%	-6%	-11%	-2%	-2%	5%	103%[activator]	0	-11	-1%
Cc1ccsc1/C=C1\CCC(C2CCCC2)C1=O (centres undefined)	-0.2%	3%	?	-8%	0%	-12%	4%	-4%	0	-7	-14%
CCC(=O)OCc1c(C(F)(F)F)nn(C)c1Sc1ccc(Cl)cc1	-0.3%	-3%	?	20%	-2%	?	-4%	-3%	-5	5	7%
O=C(Nc1nc(-c2ccc(Cl)s2)cs1)c1ccco1	0.1%	0%	3%	?	2%	?	4%	-13%	1	?	-2%
Oc1ccc(C=NC2CCCCC2)cc1	-0.5%	-3%	-9%	20%	-1%	7%	-3%	6%	-9	-25	-8%
CCOc1cccc2sc(N(CCCN(C)C)C(=O)c3ccc(C(=O)c4ccccc4)cc3)nc12	0.0%	-2%	2%	-56%[inhibitor]	-4%	?	0%	-7%	0	7	-4%
CCN(CCCNS(=O)(=O)c1ccc2c(c1)oc(=O)n2C)c1cccc(C)c1	0.3%	0%	?	17%	2%	1%	0%	-10%	-13	?	-24%
COCCCn1c(=O)c2ccccc2n2c(=S)[nH]nc12	0.3%	-6%	0%	3%	.	0%	-4%	0%	4	19	.
CN1C(=O)/C(=C/c2ccccc2OCc2cccc(F)c2)N(C)C1=S	-0.1%	-5%	?	-37%	4%	0%	0%	-6%	-37*	12	-4%
O=C(O)c1ccc(Cl)c(S(=O)(=O)Nc2ccccc2C(=O)Nc2ccc(Cl)cc2)c1	-0.2%	-9%	11%	10%	-2%	?	0%	-23%	1	-9	1%
O=C(NC1CCCCC1)C(c1ccc(F)cc1)N(Cc1cccs1)C(=O)CN1C(=O)c2ccccc2S1(=O)=O (centres undefined)	-0.6%	-1%	-1%	-1%	1%	7%	-6%	-5%	2	7	0%
O=C(O)/C=C/C(=O)N(CC1CCCO1)C1CC(=O)N(c2c(Cl)cccc2Cl)C1=O (centres undefined)	-1.1%	-5%	?	-1%	4%	.	-1%	12%	4	4	0%

(cont.)
SMILES	B2AR arrestin	PTAP TSG101 blk	Chronic BCR inh	Integrin act MD	GALK inh	Menin MLL FP TR	Tb PFK block	ASM inhibitor	FBPA coupling cs	Giardia killer	PKM2 act
CCOC(=O)CSc1nc(N)c(C#N)c(CC(C)C)c1C#N	-0.2%	-9%	10%	-1%	1%	?	5%	-3%	1	-12	2%
O=C1c2cccc3c(N4CCCCC4)ccc(c23)C(=O)N1c1ccc(O)cc1	-1.0%	?	?	-28%	-1%	-21%	-5%	-8%	1	-19	2%
CCCCn1nnc(NC(=O)c2ccc(-c3cccc(Cl)c3)o2)n1	0.3%	.	?	-4%	0%	16%	13%	-16%	0	14	-7%
Cc1cc(-c2nnc(SCC(=O)c3ccc(Cl)cc3)o2)no1	-1.2%	-2%	-5%	1%	3%	1%	1%	-1%	3	14	1%
Cc1cc(=O)oc2c(CN3CCC(C)CC3)c(O)c(Cl)cc12	0.4%	-14%	4%	4%	0%	2%	?	i	1	36[activator]	-4%
CNC(=S)NNC(=O)c1oc2nc(-c3ccccc3)cc(C)c2c1N	-0.8%	4%	3%	-15%	6%	.	1%	59%[activator]	-1	-21	0%
O=C(OCCN1CCOCC1)C1(c2ccccc2)CCCCC1	.	1%	.	.	.	?	.	6%	0	-7	.
Cc1nn(C)c(C(=O)Nc2c(C)nn(Cc3c(F)c(F)c(F)c(F)c3F)c2C)c1Br	1.0%	0%	2%	-9%	-1%	.	3%	2%	.	11	.
CCc1nc(SCC(=O)NC2CCCC2)c2oc3ccccc3c2n1	0.2%	-9%	-4%	?	4%	.	-8%	-1%	.	-11	.
CCCOc1cc(N)ccc1C(=O)OCCN(CC)CC	-0.1%	-3%	-4%	.	.	-1%[24.8 µM]	0%	0%	-2	4	.
O=C1CSC(c2ccc([N+](=O)[O-])cc2)N1C1CCCCC1 (centres undefined)	-0.5%	1%	-20%	8%	0%	-2%	0%	0%	1	-11	0%
N#CC(c1nc2ccccc2nc1N1CCCC1)S(=O)(=O)c1cccs1 (centres undefined)	-0.1%	-9%	3%	19%	0%	4%	1%	22%	-21	-8	28%
COc1ccc(CNc2oc(COc3ccccc3Cl)nc2C#N)cc1	-0.2%	-2%	?	18%	0%	15%	3%	-7%	0	-7	3%
Cc1ccccc1C(NC(N)=O)c1ccccc1 (centres undefined)	-0.8%	-5%	2%	0%	-2%	3%	-15%	0%	1	4	-6%
O=C(O)c1cccc(COc2ccc(CO)cc2Cl)c1	-0.1%	-6%	?	-18%	0%	13%	-5%	3%	10	-28	-11%
CN(C)/C=N/S(=O)(=O)c1cccn1-c1ncc(C(F)(F)F)cc1Cl	-0.1%	-7%	-9%	-51%[inhibitor]	1%	-1%	0%	2%	0	8	0%
C=CCNC(=S)N/N=C/c1ccc(-c2ccc(Br)cc2)o1	0.0%	-4%	-1%	20%	1%	?	2%	38%	-3	3	1%
Cc1cc2nc(CS(=O)(=O)c3ccccc3)cc(=O)n2[nH]1	0.0%	-3%	-3%	-15%	3%	12%	-1%	3%	0	-19	-11%
CC12CCC(C(=O)Nc3cc(F)ccc3F)(CC1=O)C2(C)C (centres undefined)	-0.7%	3%	1%	1%	0%	-4%	0%	-2%	3	-1	-8%
